Source: PubChem BioAssay
PI4K2A inh = blocks human PI4K2A kinase activity | 420,000 compounds, 0.13% hits | Q9BTU6 | purified PI4K2A, ADP-Glo luminescence, 1 h; active compounds read low | AID 1346378 | activity change, negative = inhibition, % at 76.9 µM; in the data active = activity change below about -50%; inconclusive = mostly about -30% to -49%;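 also: -100% = wells without enzyme as full effect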
Target sequence (Q9BTU6 whole entry, looked up): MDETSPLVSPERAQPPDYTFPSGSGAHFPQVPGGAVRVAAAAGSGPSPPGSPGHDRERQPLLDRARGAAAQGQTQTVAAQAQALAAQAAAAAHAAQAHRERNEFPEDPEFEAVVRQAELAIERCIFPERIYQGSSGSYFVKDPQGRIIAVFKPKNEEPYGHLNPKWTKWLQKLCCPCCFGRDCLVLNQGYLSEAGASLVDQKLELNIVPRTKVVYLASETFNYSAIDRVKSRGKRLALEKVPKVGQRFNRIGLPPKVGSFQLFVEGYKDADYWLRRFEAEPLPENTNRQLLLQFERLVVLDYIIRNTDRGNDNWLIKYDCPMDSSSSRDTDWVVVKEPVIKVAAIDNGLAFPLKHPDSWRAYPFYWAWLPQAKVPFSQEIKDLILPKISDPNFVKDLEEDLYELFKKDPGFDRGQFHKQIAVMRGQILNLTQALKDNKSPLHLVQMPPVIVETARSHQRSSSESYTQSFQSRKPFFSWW
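PI4K2A activity was measured by ADP-Glo luminescence: enzyme (4 ug/mL stock) and phosphatidylinositol (1.2 mM stock) in Tris pH 7.5/MgCl2/EGTA/Triton X-100 buffer were reacted with ATP (300 microM stock) for one hour at ambient temperature.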
BAZ2B inh = blocks human BAZ2B; Q9UIF8; Potency, µM (highest dose often 114 µM), for the others: top-dose activity change, negative = inhibition, usual class: inhibitors; AlphaScreen BAZ2B-H3K14Ac peptide displacement; 360,000 compounds, 4.4% hits; also: potency is read from the fitted curve at half-maximal effect; % is scaled to controls: 0 for no effect and ±100 for the full control effect; nearly all actives have a fitted effect of over 60% in size
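Inhibition is scored as reduced AlphaScreen emission. The BAZ2B/b-H3(5-23)K14Ac complex (50 nM each) in PBS pH 7.4, 0.01% Tween-20 meets compound (up to 110 uM) for 30 min at RT before bead addition.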
HP1b binding inh = HP1-beta chromodomain-methylated histone interaction inhibition. P83916. AlphaScreen HP1-beta / biotin-H3K9me3 peptide binding. Potency, µM (titrated, usually from 114 µM), for inactives: at the highest dose activity change, negative = inhibition, usual class: inhibitors. 390,000 compounds, 0.56% hits. AID 540317; also: potency is read from the fitted curve at half-maximal effect; nearly all actives have a fitted effect of over 70% in size; inactives centre near 23
Target sequence (P83916 whole entry, looked up): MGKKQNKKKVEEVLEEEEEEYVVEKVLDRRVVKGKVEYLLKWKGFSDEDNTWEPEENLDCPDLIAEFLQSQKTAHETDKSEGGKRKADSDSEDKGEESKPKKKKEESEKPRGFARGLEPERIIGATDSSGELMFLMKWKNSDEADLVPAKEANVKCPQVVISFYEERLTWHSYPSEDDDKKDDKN
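AlphaScreen: HP1-beta (50 nM) preformed 30 min with biotin-H3(1-18)K9me3 peptide (50 nM) in PBS pH 7.4, 0.01% Tween-20. Compound added for 30 min at RT, then streptavidin donor/nickel chelate acceptor beads (10 ug/mL) for 30 min.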
GLS inhibitor = blocks human kidney-isoform glutaminase activity; O94925; GLS enzymatic activity, qHTS titration; Potency, µM (top dose mostly 45.5 µM), for the others: at the highest dose activity change, negative = inhibition, most hits filed as inhibitors; 410,000 compounds, 0.21% hits; also: potency is read from the fitted curve at half-maximal effect; % is scaled to controls: 0 for no effect and ±100 for the full control effect
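Glutamate formation by hKGA was monitored fluorometrically using coupled glutamate oxidase, HRP and Amplex Red. Substrate was added as 1 mM L-glutamine solution; incubation was 30 min at RT after an initial read.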
JMJD2A Tudor inh = blocks the human JMJD2A Tudor domain. O75164. AlphaScreen JMJD2A-Tudor / H3K4me3 peptide binding. Potency, µM (highest dose often 114 µM), inactives show top-dose activity change, negative = inhibition, most hits filed as inhibitors. 390,000 compounds, 4.4% hits; also: potency is read from the fitted curve at half-maximal effect; % is scaled to controls: 0 for no effect and ±100 for the full control effect; nearly all actives have a fitted effect of over 50% in size
G9a inh = inhibitors of human histone lysine methyltransferase G9a; G9a H3K9 monomethylation, AlphaScreen, 2 h; Potency, µM (titrated, usually from 102 µM), for inactives: top-dose activity, negative = inhibition, actives largely listed as inhibitors; 350,000 compounds, 8.8% hits; also: potency is read from the fitted curve at half-maximal effect; % is scaled to controls: 0 for no effect and ±100 for the full control effect; nearly all actives have a fitted effect of over 75% in size
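Quantitative HTS format: methyltransferase activity on a biotin-tagged H3K9 peptide is measured by AlphaScreen, using a rabbit anti-monomethyl-H3K9 antibody with streptavidin donor and anti-IgG acceptor beads. Final levels are 20 nM enzyme, 500 nM peptide, 20 uM SAM; 2 h RT.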
ERG Ets-DNA blk = blocks human ERG Ets domain binding to DNA. Potency, µM (doses to about 76.9 µM), inactives show at the highest dose FP activity, negative = inhibition, actives largely listed as inhibitors. P11308. fluorescence polarization, His-ERG Ets domain / labelled DNA. 370,000 compounds, 0.028% hits. AID 624246; active = well fitted inhibition curve with a large enough effect in the polarisation, with a control signal flat; inconclusive = small, poorly fitted or top-dose-only effect, or effect the other way, or a change in a side signal; inactive = no such curve, though single readings can be large or run the other way; the % refers to the polarisation;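 also: polarization taken with two DNA probes labelled with fluorescein and Texas red; potency is read from the fitted curve at half-maximal effect; % of control where 0% means no effect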
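His-tagged ERG Ets domain (1 uM in the protein solution; 300mM KCl, 50mM Tris-HCl, 1mM EDTA, 1mM DTT, pH 7.5) received compound, then a probe mix of 5 nM fluorescein-DNA and 100nM Texas-615-DNA. Fluorescence polarization was read for both dyes.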
RGS4 inh = human RGS4 inhibition. P49798. Transcreener GDP fluorescence polarization, RGS4-accelerated GTP hydrolysis. Potency, µM (titrated, usually from 114 µM), for inactives: top-dose activity change, negative = inhibition, hits mostly inhibitors. 390,000 compounds, 0.039% hits; also: potency is read from the fitted curve at half-maximal effect; % is scaled to controls: 0 for no effect and ±100 for the full control effect; nearly all actives have a fitted effect of over 75% in size; some results filed as inactive show a strong effect at the top dose
Target sequence (P49798 whole entry, looked up): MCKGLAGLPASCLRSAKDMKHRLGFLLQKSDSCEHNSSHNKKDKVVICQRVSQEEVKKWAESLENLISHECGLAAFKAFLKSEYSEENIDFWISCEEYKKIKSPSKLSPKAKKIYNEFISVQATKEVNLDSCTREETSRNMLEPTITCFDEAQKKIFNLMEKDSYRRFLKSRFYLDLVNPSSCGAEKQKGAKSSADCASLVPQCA
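MLSMR compounds (23 nl, pin-transferred) preincubated 10 min at room temperature with a 500nM (2x) first reagent, then RGS4 at 900nM (2x) plus Transcreener GDP mix added; fluorescence polarization (620/688 nm) read before and after 90 min at 30 °C.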
12-LOX inh = ALOX12 (human) lipoxygenase inhibition; P18054; purified 12hLO, xylenol orange hydroperoxide absorbance; Potency, µM (series often up to 108 µM), inactives show at the top dose activity change, negative = inhibition, most hits filed as inhibitors; 580,000 compounds, 1.1% hits; AID 1671190; also: potency is read from the fitted curve at half-maximal effect; % is scaled to controls: 0 for no effect and ±100 for the full control effect
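Purified human 12hLO at 150 nM in 25 mM Hepes, 0.01% Triton X-100, pH 7.0, preincubated 15 min at room temperature with compound. Reaction started with 40 uM arachidonic acid, 30 min at room temperature. Hydroperoxide measured by Fe-xylenol orange, 573/405 nm absorbance ratio.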
Active calls of the source: *; i = inactive; ? = inconclusive; . = no result given; [ ] = dose if it differs, or a comment. Unless noted, calls follow the shape of the dose curve; as a rule, active = well fitted curve in the direction sought with a large enough effect; inconclusive = small, poorly fitted or top-dose-only effect, or another doubt; inactive = no such curve, though single readings can be large; an effect the other way counts as inactive or inconclusive. Not all compounds are listed; the hit share may differ from the screen's.

SMILES	PI4K2A inh	BAZ2B inh	HP1b binding inh	GLS inhibitor	JMJD2A Tudor inh	G9a inh	ERG Ets-DNA blk	RGS4 inh	12-LOX inh
O=C(COc1ccccc1)Nc1ccccc1C(=O)NCc1ccco1	2	-3%	26%	-9%	-5%[57.1 µM]	16%[59 µM]	2%	10%[56.9 µM]	0%
Cc1cc(N2CCCCC2)n2ncc(-c3ccc(Cl)cc3)c2n1	1	54%[activator]	i	-2%	81%[activator]	65%[activator][59 µM]	-1%	-12%	0%
Cc1c(C(=O)N2CCN(c3ccc(F)cc3)CC2)sc2nc(-c3ccccc3)cn12	-2	-11%	-8%	7%	-30%	-41%	1%	12%	0%
Cc1nn(C)c(Oc2ccccc2)c1[N+](=O)[O-]	-1	12%	22%	.	13%	-4%[59 µM]	-6%	-31%	?
O=C(NCc1ccccc1)C1=C[C@H](C2CCCCC2)C[C@H](OCc2ccc(CO)cc2)O1	2	-10%	18%	0%	-33%	-15%[59 µM]	0%	9%	12%
CCC(=O)Nc1ccc(Cl)c(NC(=S)NC(=O)c2ccco2)c1	0	2%	0%	31%[activator]	-31%	?	0%	17%[11.4 µM]	?
CCOc1ccc(C(=O)CC(NCc2cccs2)C(=O)O)cc1 (configuration not stated)	-10	-26%	6%	3%	89µM*	25µM*	3%	?	?
NC(=O)C1=C[C@H](C2CCCCC2)C[C@H](OCc2ccc(CO)cc2)O1	-2	-14%	26%	3%	-5%	?	-6%	7%	-18%
CC(C)(CO)NC(=O)CC1C(=O)NCCN1CC(c1ccccc1)c1ccccc1 (configuration not stated)	5	-19%	25%	-3%	-3%	-44%	-24%	11%	-7%
CCOc1ccc(S(=O)(=O)N2CCC(C(=O)NCc3ccncc3)CC2)cc1	3	-4%	7%	7%	-10%	.	-4%	-1%	128%[activator]
CC(C)C(=O)NC(c1ccco1)c1ccc2cccnc2c1O (configuration not stated)	-8	.	31%[activator]	19%	79µM*	6%[59 µM]	-3%	6%	11%
COc1ccccc1C1/C(=C(/O)c2ccccc2)C(=O)C(=O)N1CCO (configuration not stated)	-6	1%	3%	10%	?	32%[12.7 µM]	-8%	-14%	?
CN(c1ccc([N+](=O)[O-])cc1/C=N/NC(=O)COc1ccccc1)C1CCCCC1	-7	-12%	35%	2%	-7%	-11%[59 µM]	6%	14%	5%
Cc1sc2nc(CSCC(=O)N(C)c3ccccc3)[nH]c(=O)c2c1C	1	-5%	36%	1%	-13%	5%[59 µM]	10%	-6%	15%
COC(=O)c1c(-c2ccc(OC)cc2)sc2cc(OC)c(OC)cc12	-3	.	169%[activator]	-2%	100%[activator]	.	-12%	6%	8%
CS(=O)(=O)N1CCC(Oc2cccc(C(=O)NCCCC3CCCC3)c2)CC1	0	.	31%	-9%	-14%	.	0%	12%	.
CCOc1ccc(C(=O)/C=C/Nc2ccc(S(=O)(=O)N=C(N)N)cc2)cc1	-1	-2%	32%	6%	-4%	-15%[59 µM]	9%	-26%	-22%
CCOc1ccc(C(=O)CCNC(Cc2cnc[nH]2)C(=O)O)cc1 (configuration not stated)	-6	18µM*	19%	-6%	?	?	.	-7%	20%
O=C(NN=C1CCCCCC1)C(=O)Nc1cccc(Br)c1	-1	1%	26%	-36%	-1%	17%[59 µM]	-1%	11%	4%
COc1cc2nc(CN3CCC(Cc4ccccc4)CC3)[nH]c(=O)c2cc1OC	-3	0%	12%	-5%	-17%	13%	3%	-10%	12%
CC(C)(C)c1ccccc1NC(=O)CN1C(=O)NC2(CCCC2)C1=O	-2	9%	7%	0%	-14%	0%[59 µM]	-4%	16%	-2%
COC(=O)CSc1cnc2ccccc2n1	16	?	33%	2%	10%	17%[59 µM]	-2%	-46%	0%
CCCCN1CCCc2cc(CN(CCCN3CCOCC3)C(=O)Nc3ccc(OCC)cc3)ccc21	1	-26%	?	15%	13µM*	?	4%	-19%	?
Cc1cc(C)n2nc(SCN3C(=O)c4ccccc4C3=O)nc2n1	-5	-27%	-8%	-3%	-2%	?	-11%	-19%	-14%
CCCc1nc2ccccc2c(C(=O)OCC(=O)NC2CC2)c1CC	-5	.	41%[activator]	2%	-13%	.	4%	3%	-9%
(continued)
SMILES	PI4K2A inh	BAZ2B inh	HP1b binding inh	GLS inhibitor	JMJD2A Tudor inh	G9a inh	ERG Ets-DNA blk	RGS4 inh	12-LOX inh
Oc1ccccc1-c1nnc(-c2ccc(C(F)(F)F)cc2)o1	5	-18%	49%[activator]	20%	1%	26%[12.7 µM]	-16%	15%	0%[57.4 µM]
CC(=O)c1ccc(/C=C/c2nc3ccccc3n2C)o1	-12	12%	21%	-1%	-3%	-7%[12.7 µM]	7%	-28%	-28%
CCC(C)(C)NC(=O)CN(C(=O)CCC(=O)Nc1ccccn1)c1ccc(F)c(Cl)c1	-7	2%	46%	-4%	-10%	10%[59 µM]	3%	-37%	23%
COc1cc(C2C3=C(CC(C)(C)CC3=O)N(C)C3=C2C(=O)CC(C)(C)C3)cc(Br)c1O	-6	12%	49%[activator]	-1%	-10%	71µM*	20%	14%	0%
CC(=O)Nc1nnc(-c2c(-c3ccccc3Cl)noc2C)o1	1	?	15%	-3%	18µM*	-37%	-2%	-7%	-2%
CC(CCc1ccccc1)NC(=O)c1cnc(Cl)c(Cl)c1 (configuration not stated)	-3	11%	48%[activator]	6%	8%	-40%[2.33 µM]	-3%	14%	0%
CCN(CC)S(=O)(=O)c1ccc(S(=O)(=O)N(CC(=O)Nc2ccccc2)Cc2ccco2)cc1	-7	-6%	24%	-2%	?	?	2%	-10%	?
Cc1ccc(-c2c[n+](CC(=O)Nc3ccc(C)cc3C)c3n2CCC3)cc1	0	-8%	7%	-1%	-9%	4%	-9%	2%	0%
CC(C)NC(=O)COC(=O)c1ccc(Oc2ccccc2)cc1	5	7%	29%	14%	-20%	23%	3%	-3%	0%
Cc1ccc(S(=O)(=O)NCCNC(C)c2ccc(Br)cc2)cc1 (configuration not stated)	-1	-4%	13%	0%	-10%	-1%[12.7 µM]	.	-22%	?
C=CCn1c(-c2csc3c2CCC(C)C3)n[nH]c1=S (configuration not stated)	4	-35%	6%	11%	?	1.4µM*	-2%	-26%	?
CC(C)c1nc(CNC(=O)c2ccc(OC3CCN(Cc4ccccn4)CC3)cc2)cs1	-2	?	25%	-10%	-24%	11%	-11%	-22%	1%
Cc1cccc(C)c1OCC(=O)Nc1cccc(NC(=O)c2ccco2)c1	-2	-13%	15%	-1%	-5%	?	1%	3%	?
COc1ccc(NC(=O)c2oc3ccc(S(=O)(=O)N(C)C4CCCCC4)cc3c2C)cc1Cl	1	-2%	14%	6%	-12%	5%[59 µM]	1%	-6%	-20%
CCOc1ccc(NC(=O)C/C(C)=N/NC(=O)COc2ccc(Br)cc2C)cc1	3	-20%	21%	-6%	-9%	-3%	-7%	-21%	0%
CC(=O)N1CCC2(CC1)OC(=O)C(C)=C2C(=O)Nc1ccccc1C(F)(F)F	2	-1%	15%	0%	-17%	9%[59 µM]	6%	-28%	-3%
COc1ccc(NC(=O)CCCSc2nc(-c3ccco3)cc(C(F)(F)F)n2)c(OC)c1	3	-15%	18%	0%	-14%	1%[59 µM]	6%	-12%	-25%
O=C(CNC(=S)NC(=O)c1ccc(F)cc1)c1ccccc1	-4	6%	7%	-5%	7%	20%[59 µM]	-1%	-17%	-3%
COc1ccc(NC(=O)CSC2=Nc3ccccc3C3=NC(Cc4ccccc4)C(=O)N23)cc1 (configuration not stated)	0	-17%	-11%	-28%	-25%	-27%[59 µM]	2%	17%	-21%
Cc1ccc(Nc2nc3ccccc3c3nncn23)cc1C	0	8%	28%	2%	-25%	21%[59 µM]	3%	-7%	-1%
CCOC(=O)c1cc(-c2ccc(OC)cc2)n(CCC(=O)NC2CCN(Cc3ccccc3)CC2)c1C	-1	40µM*	-33%	-2%	?	?	-1%	-29%	-13%
C=CCc1ccccc1OCc1nc2ccccc2n1CC	-1	32%	82%[activator]	1%	108%[activator]	54%[activator][59 µM]	13%	17%	-3%
COc1ccc(OC)c(/C=C/C(=O)N2CCN(S(=O)(=O)c3ccc(C)cc3C)CC2)c1	-4	7%	70%[activator]	-9%	3%	21%[59 µM]	4%[15.4 µM]	-32%	365%[activator]
COc1cccc(CNC(=O)C(=O)Nc2ccc3nc4n(c(=O)c3c2)CCCCC4)c1	5	-19%	20%	-3%	-7%	1%[59 µM]	0%	-14%	?
CCCNC(=O)C(Cc1ccc(Br)cc1)NC(=O)c1ccc(C#N)cc1 (configuration not stated)	1	6%	33%	3%	-9%	-6%[2.33 µM]	0%	25%	-9%
COC(=O)c1ccc(C23CC4(C2)[C@H](CN(Cc2cccnc2)[C@@H]4c2ccccc2)C3c2ccccc2)cc1 (some centres not stated)	-3	-29%	18%	6%	-34%	?	-8%	-10%	-1%

Profiles as entered above. Order of values: PI4K2A inh | BAZ2B inh | HP1b binding inh | GLS inhibitor | JMJD2A Tudor inh | G9a inh | ERG Ets-DNA blk | RGS4 inh | 12-LOX inh
`O=C(CNC(=S)NC(=O)c1ccc(F)cc1)c1ccccc1` in the list: -4 | 6% | 7% | -5% | 7% | 20%[59 µM] | -1% | -17% | -3%
`COc1cccc(CNC(=O)C(=O)Nc2ccc3nc4n(c(=O)c3c2)CCCCC4)c1` in the list: 5 | -19% | 20% | -3% | -7% | 1%[59 µM] | 0% | -14% | ?
